# aSyn yeast inh: rescues yeast growth from alpha-synuclein toxicity. 370,000 tested, 0.14% active. Potency, µM (series often up to 46.1 µM), for the others: at the highest dose growth rescue (activation), most hits filed as activators. AID 652106. Yeast expressing alpha-synuclein, growth rescue, BacTiter-Glo, 24 h; note: potency is the fitted concentration of half-maximal effect; % of control where 0% means no effect; nearly all actives have a fitted effect of over 65% in size
#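 Rescue of yeast growth: cells expressing toxic alpha-synuclein, induced in galactose at OD600 0.02, incubated with compound 24 h at 30 C. ATP luminescence quantified growth; inhibitors of toxicity appear as activators.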
# GLP-1R agonist: activates the human GLP-1 receptor; P43220; HEK293 GLP-1R CRE-luciferase, luminescence, 4-6 h; cells express a hypersensitive GLP-1R form; Potency, µM (series often up to 45.6 µM), without a hit: top-dose activation, actives largely listed as activators; 380,000 tested, 0.007% active; AID 624172; note: potency is the fitted concentration of half-maximal effect; % of control where 0% means no effect
# DRD3 agonist: agonists of human D3 dopamine receptor. max activation, %. P35462. 410,000 tested, 0.58% active. D3R DiscoveRx beta-arrestin cells, luminescence, 90 min; in the data active = max activation above about 30%; note: 0% is about no effect; mostly tested at two doses, the higher about 12 µM
# Target sequence (P35462 whole entry, looked up): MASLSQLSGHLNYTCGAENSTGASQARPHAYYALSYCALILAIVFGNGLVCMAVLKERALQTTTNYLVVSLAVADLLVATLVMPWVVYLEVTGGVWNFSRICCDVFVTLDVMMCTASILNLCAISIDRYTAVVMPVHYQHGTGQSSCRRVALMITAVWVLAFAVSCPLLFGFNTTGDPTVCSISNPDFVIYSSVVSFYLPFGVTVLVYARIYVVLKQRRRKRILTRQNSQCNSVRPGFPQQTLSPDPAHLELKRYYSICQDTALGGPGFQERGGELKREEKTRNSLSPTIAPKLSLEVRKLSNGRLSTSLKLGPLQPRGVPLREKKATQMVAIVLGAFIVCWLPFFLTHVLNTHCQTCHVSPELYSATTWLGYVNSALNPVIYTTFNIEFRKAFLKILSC
#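 Agonist-mode cell screen: cells plated at 1500/well and incubated overnight at 37 °C, then exposed to library compounds for 90 min at 37 °C. Detection reagent was added for 30–60 min at room temperature, and luminescence was read.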
# KB-V1 cytotox: KB-V1 MDR subline cytotoxicity. AID 1347076. KB-V1 MDR cells viability, CellTiter-Glo, 72 h. Potency, µM (highest dose often 46.1 µM), for the others: at the top dose activity change, negative = cytotoxicity, most hits filed as cytotoxic. 400,000 tested, 3.4% active; note: potency is the fitted concentration of half-maximal effect; % is set by controls: 0 for no effect and ±100 for the full control effect; nearly all actives have a fitted effect of over 60% in size
#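 KB-V1, DMEM (no phenol red) + 10% FBS; cpd pin-transferred, titration series; 72 h, 37 degrees C; CellTiter-Glo, luminescence. Data normalized, curve-fit.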
# * = called active by the depositor; i = inactive; . = not tested or not shown; & = joins results of further samples; [ ] = another dose, or the depositor's remark. Unless noted, calls come from the whole dose curve; as a rule, active = well fitted curve in the direction sought with a large enough effect; inconclusive = small, poorly fitted or top-dose-only effect, or another doubt; inactive = no such curve, though single readings can be large; an effect the other way counts as inactive or inconclusive. A portion of the library, so the mix of outcomes need not match the whole.
no.	mol	aSyn yeast inh	GLP-1R agonist
1	CCCC(=O)O[C@]1(C(=O)COC(C)=O)CC[C@H]2C3C[C@H](F)C4=CC(=O)C=CC4(C)[C@@]3(F)[C@@H](O)CC21C (stereo partly specified)	.	-1%
2	CC(=O)N1CC(O)CC1C(=O)O (stereo unspecified)	.	7%
3	CC(=O)O[C@@]12CO[C@@H]1C[C@H](O)[C@@]1(C)C(=O)[C@H](O)C3=C(C)[C@@H](OC(=O)C(O)[C@@H](NC(=O)OC(C)(C)C)c4ccccc4)C[C@@](O)([C@@H](OC(=O)c4ccccc4)[C@H]21)C3(C)C (stereo partly specified)	.	4%&-1%
4	CC1CCC(C(C)C)C(=O)C1 (stereo unspecified)	.	2%
5	COc1ccccc1OC[C@H](O)COC(N)=O	.	1%[19.8 µM]
6	CCC(=O)O[C@@]1(C(=O)SCF)[C@@H](C)C[C@H]2[C@@H]3C[C@@H](F)C4=CC(=O)C=C[C@@]4(C)[C@]3(F)[C@@H](O)C[C@]21C	.	-4%[19.8 µM]
7	CO/N=C(/C(=O)N[C@@H]1C(=O)N2C(C(=O)O)=C(C[n+]3ccc(N)n3CCO)CS[C@H]12)c1csc(N)n1	.	0%
8	O=C(CS(=O)Cc1ccco1)NC/C=C\COc1cc(CN2CCCCC2)ccn1 (stereo unspecified)	.	.

no.	DRD3 agonist	KB-V1 cytotox
1	.	.
2	.	.
3	.	.
4	.	.
5	.	.
6	.	.
7	.	.
8	-13	.

# (more compounds)
no.	mol	aSyn yeast inh	GLP-1R agonist
9	COc1ccc(S(=O)(=O)N2c3ccc(Cl)cc3[C@@](O)(c3ccccc3Cl)[C@H]2C(=O)N2CCC[C@@H]2C(N)=O)cc1OC	.	.
10	CC(C)[C@@H]1CC[C@@H](C)CC1=O	.	.
11	CC(=O)Oc1ccc2c(c1)CC[C@@H]1[C@@H]2CC[C@]2(C)[C@@H](O)CC[C@@H]12	.	.
12	CCC(=O)O[C@]1(C(=O)SCF)[C@H](C)C[C@H]2[C@@H]3C[C@H](F)C4=CC(=O)C=C[C@]4(C)[C@@]3(F)[C@@H](O)C[C@@]21C	.	.
13	C/C(=C(\CCO)SS/C(CCO)=C(\C)N(C=O)Cc1cnc(C)nc1N)N(C=O)Cc1cnc(C)nc1N	.	.
14	CC(=O)O[C@H]1Cc2ccccc2N(C(N)=O)c2ccccc21	1%	.
15	Cc1cccc(Nc2cc(Cl)nc(SCC(=O)O)n2)c1C	.	3%
16	CCCCCCc1ccc(O)cc1O	.	2%

no.	DRD3 agonist	KB-V1 cytotox
9	4	.
10	-16	.
11	4	.
12	7	.
13	9	.
14	.	.
15	11	.
16	6	.

# Following part
no.	mol	aSyn yeast inh	GLP-1R agonist
17	CCCCC(=O)O[C@]1(C(=O)CO)[C@H](C)C[C@H]2[C@@H]3CCC4=CC(=O)C=C[C@]4(C)[C@@]3(F)[C@@H](O)C[C@@]21C	.	-3%
18	CC(=O)Nc1ccc(S(=O)(=O)Nc2cc(C)on2)cc1	.	-2%
19	O=P(O)(O)OC(CO)CO	.	-6%
20	C/C=C/C=N/NC(=O)c1ccncc1	.	0%
21	C/C(=N\O)c1ccc(OCC(=O)N2CCCCC2)cc1	.	6%
22	CCCCCCCCCCCCCCNCCO	.	11%
23	CNC1CCCN(c2c(F)cc3c(=O)c(C(=O)O)cn(C4CC4)c3c2OC)C1 (stereo unspecified)	.	-5%
24	COc1ccc(-c2ccc3cc(C(=O)O)ccc3c2)cc1C12CC3CC(CC(C3)C1)C2	.	-2%

no.	DRD3 agonist	KB-V1 cytotox
17	8	.
18	3	.
19	7	.
20	-13	.
21	-10	.
22	7	.
23	-13	.
24	5	.

# Among those listed so far, 2 contain four or more nitrogen atoms.
no.	mol	aSyn yeast inh	GLP-1R agonist
7	CO/N=C(/C(=O)N[C@@H]1C(=O)N2C(C(=O)O)=C(C[n+]3ccc(N)n3CCO)CS[C@H]12)c1csc(N)n1	.	0%
13	C/C(=C(\CCO)SS/C(CCO)=C(\C)N(C=O)Cc1cnc(C)nc1N)N(C=O)Cc1cnc(C)nc1N	.	.

no.	DRD3 agonist	KB-V1 cytotox
7	.	.
13	9	.

# Additional results.
no.	mol	aSyn yeast inh	GLP-1R agonist
25	Cc1ccc2nc(N)[nH]c(=O)c2c1Sc1ccncc1	.	0%
26	OCc1ccccn1	.	4%
27	C#CCC(Cc1cnc2nc(N)nc(N)c2n1)c1ccc(C(=O)N[C@@H](CCC(=O)O)C(=O)O)cc1 (stereo partly specified)	.	6%
28	CC(C)(C)c1nnc(NS(=O)(=O)c2ccccc2)s1	.	-2%
29	CCCOC(C(=O)OC1CCN(C)CC1)(c1ccccc1)c1ccccc1	.	12%
30	C=CCOc1cc(Cl)ccc1C(=O)NCCN(CC)CC	.	-5%
31	O=C(Nc1ccc(Cl)c(Cl)c1)C1CC1	.	20%
32	CC(=O)Nc1ncc([N+](=O)[O-])s1	.	1%

no.	DRD3 agonist	KB-V1 cytotox
25	12	.
26	-3	.
27	7	.
28	-13	.
29	-20	.
30	-24	.
31	5	.
32	-12	.

# 7 entries drawn at random from those above, as already listed:
no.	mol	aSyn yeast inh	GLP-1R agonist
29	CCCOC(C(=O)OC1CCN(C)CC1)(c1ccccc1)c1ccccc1	.	12%
31	O=C(Nc1ccc(Cl)c(Cl)c1)C1CC1	.	20%
25	Cc1ccc2nc(N)[nH]c(=O)c2c1Sc1ccncc1	.	0%
27	C#CCC(Cc1cnc2nc(N)nc(N)c2n1)c1ccc(C(=O)N[C@@H](CCC(=O)O)C(=O)O)cc1 (stereo partly specified)	.	6%
28	CC(C)(C)c1nnc(NS(=O)(=O)c2ccccc2)s1	.	-2%
32	CC(=O)Nc1ncc([N+](=O)[O-])s1	.	1%
26	OCc1ccccn1	.	4%

no.	DRD3 agonist	KB-V1 cytotox
29	-20	.
31	5	.
25	12	.
27	7	.
28	-13	.
32	-12	.
26	-3	.

# The main list resumes; the 5 compounds before the break are reprinted first.
no.	mol	aSyn yeast inh	GLP-1R agonist
28	CC(C)(C)c1nnc(NS(=O)(=O)c2ccccc2)s1	.	-2%
29	CCCOC(C(=O)OC1CCN(C)CC1)(c1ccccc1)c1ccccc1	.	12%
30	C=CCOc1cc(Cl)ccc1C(=O)NCCN(CC)CC	.	-5%
31	O=C(Nc1ccc(Cl)c(Cl)c1)C1CC1	.	20%
32	CC(=O)Nc1ncc([N+](=O)[O-])s1	.	1%
33	Cc1cccc(C)c1NC(=O)CN(CC(=O)O)CC(=O)O	.	-5%
34	NCCNC(=O)c1ccc(Cl)cn1	.	12%
35	NS(=O)(=O)c1cc(-c2nn[nH]n2)c(NCc2cccs2)cc1Cl	.	-5%
36	CN(C)CCOc1ccccc1Cc1ccccc1 (tested in a mixture with another compound)	.	7%
37	O=C(NN1CCCC1)NS(=O)(=O)c1ccc(Cl)cc1	.	0%
38	COc1ccccc1OCCNCC(O)COc1cccc2[nH]c3ccccc3c12 (stereo unspecified)	-5%	16%
39	Cn1c(=O)n(-c2ccc(C(C)(C)C#N)cc2)c2c3cc(-c4cnc5ccccc5c4)ccc3ncc21	-1%[92.2 µM]	.

no.	DRD3 agonist	KB-V1 cytotox
28	-13	.
29	-20	.
30	-24	.
31	5	.
32	-12	.
33	-13	.
34	4	.
35	-7	.
36	-19	.
37	2	.
38	-17	.
39	.	i

# High-throughput results as filed in PubChem.
